Compound activity (PubChem BioAssay)
Diaphorase act: compounds boosting diaphorase resazurin reduction – biochemical, uHTS, resorufin fluorescence, counter-screen for diaphorase-coupled primary assays, primary screen | Diaphorase/resazurin coupled assay, 16 min; active compounds read high; 1 = vehicle wells, 0 = NADH-free wells | activation factor at 20 µM | 0.005% of 190,000 active;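 active = diaphorase activity raised at least twofold by the compound at 20 µM; inactive = activation factor below 2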
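Measured by – red resorufin fluorescence at 544/590 nm excitation/emission · Test system – Clostridium kluyveri diaphorase, purified enzyme · Incubation – reaction time 16 min, room temperature · Buffer or medium – 50 mM HEPES pH 7.4 with 4.542 mM MgCl2, 0.005% Tween 20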
PPARg SRC1 recr: PPARgamma agonists recruiting SRC-1 coactivator, primary screen, biochemical | PPARgamma-SRC-1 coactivator recruitment biochemical assay | Peroxisome proliferator-activated receptor gamma (Homo sapiens), P37231 | activation, % at 8 µM | 0.41% of 200,000 active; in the data active = activation above about 19%;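 note: 0% = DMSO and 100% = reference agonist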
ROMK primary: ROMK potassium channel modulators, primary screen, cell-based, thallium flux, MLSMR library; B-score at 10 µM; ATP-sensitive inward rectifier potassium channel 1 (Homo sapiens), P48048; Tet-inducible ROMK, thallium flux fluorescence; actives lie on both sides; 2% of 130,000 active;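 active = signal ratio slope over the read window, or its plate-corrected B-score, at least 3 SD from the plate mean, either direction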;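 note: B-score of the F/F0 ratio slope over 7 to 12 s after thallium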
Target sequence (P48048 whole entry, looked up): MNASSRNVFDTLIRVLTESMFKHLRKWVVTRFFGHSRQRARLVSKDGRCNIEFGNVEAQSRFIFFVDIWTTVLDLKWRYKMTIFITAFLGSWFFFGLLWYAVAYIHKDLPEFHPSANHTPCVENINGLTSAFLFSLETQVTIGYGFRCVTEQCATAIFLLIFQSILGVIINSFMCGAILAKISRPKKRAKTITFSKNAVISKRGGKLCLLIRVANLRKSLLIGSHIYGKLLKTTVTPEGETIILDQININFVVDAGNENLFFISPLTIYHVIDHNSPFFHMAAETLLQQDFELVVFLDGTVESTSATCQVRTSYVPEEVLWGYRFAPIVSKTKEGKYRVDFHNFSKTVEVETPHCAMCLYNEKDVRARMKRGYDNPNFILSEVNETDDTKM
S1P3 antag: S1P3 receptor antagonists, primary screen, cell-based; Sphingosine 1-phosphate receptor 3 (Homo sapiens), Q99500; 0.27% of 170,000 active; inhibition, % at 4.98 µM; CHO S1P3 NFAT-BLA reporter, FRET fluorescence, antagonist mode;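 active = inhibition above the plate cutoff, the mean inhibition of test wells on that plate plus 3 SD, cut at about 28% in these data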;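 note: cells challenged with S1P at its EC80 of 0.8 µM; blue over green emission ratio from cleaved BLA substrate after 4 h stimulation; 0% = S1P-stimulated wells and 100% = unstimulated DMSO-only wells; some compounds past the cut are filed as inactive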
PMI act hi M6P: human PMI activators, high substrate, primary screen, biochemical, fluorescence intensity, near-saturating mannose 6-phosphate. Mannose-6-phosphate isomerase (Homo sapiens), P34949. coupled PMI enzyme assay, resazurin fluorescence, 20 min; active compounds read high; 1 = untreated enzyme, 0 = substrate-free blank. activation factor at 20 µM. 0.34% of 190,000 active. AID 1216, 2008;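 active = activation factor of 2 or more at 20 µM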
Target sequence (P34949 whole entry, looked up): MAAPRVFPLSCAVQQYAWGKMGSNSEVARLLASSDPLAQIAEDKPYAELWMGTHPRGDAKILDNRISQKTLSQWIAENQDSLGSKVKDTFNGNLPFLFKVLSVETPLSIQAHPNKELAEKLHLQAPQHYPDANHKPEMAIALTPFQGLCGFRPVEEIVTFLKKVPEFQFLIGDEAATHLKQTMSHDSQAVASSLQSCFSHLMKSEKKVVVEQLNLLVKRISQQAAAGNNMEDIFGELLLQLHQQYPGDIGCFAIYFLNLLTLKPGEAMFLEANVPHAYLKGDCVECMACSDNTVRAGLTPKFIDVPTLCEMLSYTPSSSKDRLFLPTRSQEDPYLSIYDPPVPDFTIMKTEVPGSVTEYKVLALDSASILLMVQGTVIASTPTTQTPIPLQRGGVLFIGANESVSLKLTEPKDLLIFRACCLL
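Test system: human phosphomannose isomerase with PGI, G6PDH, diaphorase coupling enzymes; amount: 15 ng/mL PMI; incubation: enzyme reaction with compound 20 min at room temperature; technique: resorufin fluorescence (Ex 544/Em 590 nm) from resazurin via diaphorase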
G6PDH counter: L. mesenteroides G6PDH inhibitors, counter-screen for G6PDH-coupled screening assays, biochemical, Leuconostoc mesenteroides enzyme; glucose-6-phosphate dehydrogenase [Leuconostoc mesenteroides]; Purified L. mesenteroides G6PDH, diaphorase/resazurin coupled fluorescence, 45 min; inhibition, % at 5 µM; 0.12% of 200,000 active; AID 1020, 2008; in the data active = inhibition above about 50%
PMI activator: activators of human PMI, primary screen, biochemical, fluorescence intensity, near-Km mannose 6-phosphate. Mannose-6-phosphate isomerase (Homo sapiens), P34949. purified human PMI, coupled resazurin fluorescence, 20 min; active compounds read high; 1 = vehicle control, 0 substrate-free wells. activation factor at 20 µM. 0.005% of 190,000 active;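 active = activation factor of 2 or more at 20 µM, relative to plate controls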
PPARg SRC3 recr: PPARgamma agonists recruiting SRC-3 coactivator, primary screen, biochemical. Peroxisome proliferator-activated receptor gamma (Homo sapiens), P37231. biochemical PPARgamma/SRC-3 coactivator recruitment assay. activation, % at 8 µM. 0.26% of 200,000 active. AID 731, 2007; in the data active = activation above about 23%;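 note: 0% = DMSO and 100% = reference agonist; some compounds past the cut are filed as inactive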
PPARg SRC-2 ag: agonists of PPARg-SRC-2 recruitment, primary screen, biochemical, HTS. Peroxisome proliferator-activated receptor gamma (Homo sapiens), P37231. 0.34% of 200,000 active. activation, % at 8 µM. PPARgamma LBD-SRC-2 recruitment; in the data active = activation above about 22%;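 note: 0% = vehicle and 100% = reference agonist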
Diaphorase inh: diaphorase inhibitors and chemical oxidizers, primary screen, counter-screen for diaphorase-coupled primary assays, biochemical, uHTS, resorufin fluorescence | diaphorase resazurin-to-resorufin fluorescence, NADH, 16 min; bacterial (C. kluyveri) enzyme, not human | inhibition, % at 20 µM | 0.69% of 190,000 active;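 active = primary screen inhibition at 20 µM above a set limit, cut at about 50% in these data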;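 note: plate controls were DMSO with full reaction for no effect and wells lacking NADH for full effect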
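material = Clostridium kluyveri diaphorase enzyme | amount = 0.14 U/mL diaphorase, enzyme working solution | schedule = incubation 16 min, room temperature | detection = fluorescence of resorufin formed from resazurin, Ex 544/Em 590 nm | benchmarks = positive control minus NADH, DMSO neutral control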
TR-FRET SRC-2 ct: TR-FRET signal artefacts, primary screen, artefact control for PPARgamma SRC-2 agonist project, biochemical | TR-FRET artefact counter-screen; active compounds read high | TR-FRET ratio at 8 µM | 0.4% of 200,000 active | AID 1049, 2008; in the data active = TR-FRET ratio above about 2000; note: inactives centre near 1500
* hit, by the source's call; . = no result given. Rows are unselected; any-hit rate near 3.3%.

SMILES	Diaphorase act	PPARg SRC1 recr	ROMK primary	S1P3 antag	PMI act hi M6P	G6PDH counter	PMI activator	PPARg SRC3 recr	PPARg SRC-2 ag	Diaphorase inh	TR-FRET SRC-2 ct
CSc1ccccc1NC(=O)C1CC(c2ccccc2O)=NO1 (centres undefined)	0.8	9	-1	82*	1	2	0.9	0	12	19	1682
O=C(NCCN1CCCCC1)c1ccco1	1.1	3	0.84	.	1.1	8	1.1	8	-7	-14	1445
COc1cc(C2C(N3C(=O)c4ccccc4C3=O)C(=O)N2c2cccc(C)c2)cc(OC)c1OC (centres undefined)	1	2	1.1	-9	0.9	25	0.8	3	-3	0	1582
COc1ccc(S(=O)(=O)N(C(=O)c2ccco2)c2cc3sc(=O)oc3c3ccccc23)cc1	0.8	8	-0.091	-2	1.1	-4	1.2	1	0	24	1549
COc1ccccc1-n1cnnc1SCC(=O)NCc1cccs1	0.9	4	0.67	.	0.9	4	0.9	-8	2	7	1511
Cc1cccc(NC(=O)c2cc(-c3ccccn3)nc3ccccc23)c1C	0.9	7	-0.11	-3	1	4	1	3	11	6	1544
COc1cccc(/C(O)=C2/C(=O)C(=O)N(Cc3ccco3)C2c2ccncc2)c1 (centres undefined)	0.8	12	.	.	1.1	6	1.1	12	7	17	1691
CCCc1sc(N2CCCC(C(N)=O)C2)nc1-c1ccccc1 (centres undefined)	0.9	8	0.082	1	1	1	1	1	8	12	1589
COc1ccc(NC(=O)CN2CCN(S(=O)(=O)c3ccc(F)cc3)CC2)cc1Cl	0.8	2	.	11	0.9	-10	0.9	-9	-2	24	1667
O=C(Nc1nc2ccccc2[nH]1)c1ccc(F)cc1	0.9	8	0.76	-50	0.9	6	1	-3	-9	13	1540
Cc1cc(=O)n2[nH]c(=O)c(N=Nc3ccccc3)c2[nH]1	0.9	8	.	.	1	-1	1	8	3	6	1544
CCOC(=O)Cn1c(=O)oc2cc(S(=O)(=O)N(CCN(C)C)Cc3ccccc3)ccc21	0.8	3	.	8	0.9	13	0.8	-2	3	18	1580
c1ccc(COc2ccc(OCCN3CCCC3)cc2)cc1	0.9	-4	-1.6	-2	0.8	20	0.9	0	10	11	1453
Cc1cc(C)c(S(=O)(=O)NCCCn2ccnc2)c(C)c1	0.9	-8	0.56	-7	1	14	0.9	-8	-7	7	1497
CCCCC(=O)Nc1ccccc1C#N	0.9	2	0.37	-24	1	-5	1	1	-4	7	1481

Continued; the last seven above are carried over.
SMILES	Diaphorase act	PPARg SRC1 recr	ROMK primary	S1P3 antag	PMI act hi M6P	G6PDH counter	PMI activator	PPARg SRC3 recr	PPARg SRC-2 ag	Diaphorase inh	TR-FRET SRC-2 ct
COc1ccc(NC(=O)CN2CCN(S(=O)(=O)c3ccc(F)cc3)CC2)cc1Cl	0.8	2	.	11	0.9	-10	0.9	-9	-2	24	1667
O=C(Nc1nc2ccccc2[nH]1)c1ccc(F)cc1	0.9	8	0.76	-50	0.9	6	1	-3	-9	13	1540
Cc1cc(=O)n2[nH]c(=O)c(N=Nc3ccccc3)c2[nH]1	0.9	8	.	.	1	-1	1	8	3	6	1544
CCOC(=O)Cn1c(=O)oc2cc(S(=O)(=O)N(CCN(C)C)Cc3ccccc3)ccc21	0.8	3	.	8	0.9	13	0.8	-2	3	18	1580
c1ccc(COc2ccc(OCCN3CCCC3)cc2)cc1	0.9	-4	-1.6	-2	0.8	20	0.9	0	10	11	1453
Cc1cc(C)c(S(=O)(=O)NCCCn2ccnc2)c(C)c1	0.9	-8	0.56	-7	1	14	0.9	-8	-7	7	1497
CCCCC(=O)Nc1ccccc1C#N	0.9	2	0.37	-24	1	-5	1	1	-4	7	1481
COc1ccc(C(=O)N(c2ccccn2)C2CCCCC2)c(OC)c1	1	5	-0.13	0	1	4	1	-1	-2	1	1288
CCOC(=O)CSc1nc2sc3c(c2c(=O)[nH]1)CC(C)(C)OC3	0.8	-8	-0.12	.	1.1	4	1.1	-6	-6	15	1499
CC(C)N(C(=O)CSc1nnc(Cn2nnc3ccccc32)n1C)C(C)C	0.8	3	.	.	0.9	0	0.8	18	5	19	1470
Cc1ccc(N(CC(=O)NCC2CCCO2)C(=O)CCC(=O)Nc2ccccn2)cc1 (centres undefined)	0.9	-7	.	-13	1.1	9	1.1	1	-8	8	1322
CN(CC(=O)N1CCN(c2ccccn2)CC1)S(=O)(=O)c1cccc2nsnc12	1	10	-0.2	-10	1	4	1	1	7	3	1723
O=C(N/N=C/C=C\c1ccco1)c1cccs1	0.9	6	0.74	-12	0.6	1	1.1	-2	-5	6	1443
CN(c1ccccc1C(=O)N1CCN(c2ccccc2)CC1)S(C)(=O)=O	1	1	-1.2	.	1.1	5	1.1	1	6	-3	1510
Cc1ccc(S(=O)(=O)N2CCOCC2)c(C)c1NS(C)(=O)=O	0.9	3	-0.2	1	0.9	3	1	-2	-5	8	1596
Cc1c(NC(=O)c2ccc(Cl)c(S(=O)(=O)N3CCOCC3)c2)c(=O)n(-c2ccccc2)n1C	1	-3	.	-10	1	4	1.1	-3	-3	5	1517
CCOC(=O)CNS(=O)(=O)c1c(C)noc1C	0.8	2	.	-40	0.8	-3	0.9	9	2	17	1496
CC(C)(C)C1CCC(C(=O)OCC(=O)N2CCN(C(=O)c3ccco3)CC2)CC1 (centres undefined)	0.9	12	0.74	-13	1	0	1	2	11	5	1429
COc1ccccc1-n1c(-c2cc(-c3ccc(F)cc3)n[nH]2)n[nH]c1=S	0.7	9	0.46	-12	0.9	-6	1	1	8	29	1626
CCc1ccc(NC(=S)Nc2ccc(S(=O)(=O)Nc3ncccn3)cc2)cc1	0.9	8	0.15	-2	1	3	1	0	-2	6	1602
CC(C)(C)NC(=O)COc1ccc(CNc2ncn[nH]2)cc1	0.9	7	0.11	-1	0.9	7	0.9	-1	0	14	1568
CCC(C)(C)NC(=O)Cn1c(-c2ccccc2)cc(C(C)=O)c1C	0.9	1	-1.5	-25	0.9	-2	1	4	9	12	1868

Arranged by molecular weight (highest first): part of the list above
SMILES	Diaphorase act	PPARg SRC1 recr	ROMK primary	S1P3 antag	PMI act hi M6P	G6PDH counter	PMI activator	PPARg SRC3 recr	PPARg SRC-2 ag	Diaphorase inh	TR-FRET SRC-2 ct
COc1cc(C2C(N3C(=O)c4ccccc4C3=O)C(=O)N2c2cccc(C)c2)cc(OC)c1OC (centres undefined)	1	2	1.1	-9	0.9	25	0.8	3	-3	0	1582
COc1ccccc1-n1cnnc1SCC(=O)NCc1cccs1	0.9	4	0.67	.	0.9	4	0.9	-8	2	7	1511
Cc1cccc(NC(=O)c2cc(-c3ccccn3)nc3ccccc23)c1C	0.9	7	-0.11	-3	1	4	1	3	11	6	1544

The listing continues:
SMILES	Diaphorase act	PPARg SRC1 recr	ROMK primary	S1P3 antag	PMI act hi M6P	G6PDH counter	PMI activator	PPARg SRC3 recr	PPARg SRC-2 ag	Diaphorase inh	TR-FRET SRC-2 ct
Cc1ccccc1-n1c(SCC(=O)N(C)C2CCS(=O)(=O)C2)nc2ccccc2c1=O (centres undefined)	0.9	-1	0.82	3	1.1	10	1	3	2	9	1631
COc1ccc(C2C=C(c3cccs3)Nc3nc(CCCO)nn32)cc1 (centres undefined)	0.8	7	.	30	1	7	1	-4	5	18	1617
Cc1cc(C)n2nc(C(=O)N(C)C(c3ccccc3)c3ccccc3)nc2n1	1	0	-0.092	-9	1.1	7	1.2	-3	-1	2	1382
COC(=O)/C(=C/c1ccc(F)cc1)NC(C)=O	0.8	4	.	-15	1	21	1	-1	7	18	1487
[O-]/[N+](=C\c1ccncc1)c1ccc(Br)cc1	0.9	3	-1.1	-5	1	5	1.1	-3	-2	9	1699
COC1=NS(=O)(=O)c2ccccc21	1.1	9	.	-10	1.1	5	1.2	0	4	-11	1629
COc1cc(Nc2cc(C)nc3ncnn23)cc(OC)c1OC	0.9	-3	.	-19	0.9	-11	0.9	2	3	8	1572
N#Cc1c(NC(=O)c2ccc(Cn3cc(Br)cn3)o2)sc2c1CCCCC2	0.8	4	.	.	0.9	6	0.9	7	5	22	1379
CN(C)CCN(C(=O)c1ccc2c(c1)OCCO2)c1nc2ccc(Cl)cc2s1	1	-3	-0.48	-3	1.1	2	1.2	5	4	0	1519
COc1ccc(NC2=CC(c3ccc(OC)c(OC)c3)N(c3ccc(OC)cc3)C2=O)cc1 (centres undefined)	1	14	.	4	0.7	1	1.1	5	15	4	1665
Nn1c(SCC(=O)Nc2ccc3c(c2)OCCO3)nnc1C(F)(F)F	0.9	8	0.87	.	1	8	1	8	6	8	1510
O=C(CN1CCCCC1)Nc1ccc(S(=O)(=O)N2CCCCCC2)cc1	0.9	1	.	31	1	-1	1	0	1	10	1472
COc1ccc(/C=C/C(=O)Nc2nc(N)n(-c3ccccc3)n2)cc1	0.8	-2	.	13	1	-2	1.1	-1	-8	15	1616
CC(=O)Oc1c(Cl)cc(Cl)cc1/C=C/c1ccc2ccccc2n1	0.8	1	.	.	0.9	-1	0.9	12	2	21	1544
COc1ccccc1N1CCN(C(=O)CCc2ccc(S(=O)(=O)NC(C)C)cc2)CC1	0.7	4	.	.	0.9	6	1	2	6	26	1747
